# pCIP destab – p/CIP-EGFP fusion destabilizers, primary screen, fluorescence, F442A cells | 16 h | AID 1984, 2009 | actives 0.01% (n = 290,000) | Q05BA5 | decrease of EGFP signal, % at 10 µM;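 active = EGFP signal decrease of at least 30% at 10 µM or well 3 SD below plate mean, unless failing retest; inactive = the rest, including hits failing retest or dose response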; also: some compounds called inactive have numbers as strong as hits; many of its hits are not listed in these tables
# MEKK3 PB1 HTS – modulators of MEKK3-MEK5 PB1 binding, primary screen, biochemical, wildtype MEKK3, multiplex bead flow cytometry, Alexa488-MEK5 | Mitogen-activated protein kinase kinase kinase 3 (Homo sapiens), Q99759 | bead-based flow cytometry, Alexa488-MEK5 binding to MEKK3; actives lie on both sides; 0 = blocked by unlabeled MEK5, 100 = vehicle | binding response (% of control), % at 10 µM | actives 1.4% (n = 290,000);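 active = binding response more than 3 SD above or below the average of its plate-row segment, actives on both sides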;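 also: Alexa488 bead fluorescence after subtracting the streptavidin-only scavenger bead signal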
# Target sequence (Q99759 whole entry, looked up): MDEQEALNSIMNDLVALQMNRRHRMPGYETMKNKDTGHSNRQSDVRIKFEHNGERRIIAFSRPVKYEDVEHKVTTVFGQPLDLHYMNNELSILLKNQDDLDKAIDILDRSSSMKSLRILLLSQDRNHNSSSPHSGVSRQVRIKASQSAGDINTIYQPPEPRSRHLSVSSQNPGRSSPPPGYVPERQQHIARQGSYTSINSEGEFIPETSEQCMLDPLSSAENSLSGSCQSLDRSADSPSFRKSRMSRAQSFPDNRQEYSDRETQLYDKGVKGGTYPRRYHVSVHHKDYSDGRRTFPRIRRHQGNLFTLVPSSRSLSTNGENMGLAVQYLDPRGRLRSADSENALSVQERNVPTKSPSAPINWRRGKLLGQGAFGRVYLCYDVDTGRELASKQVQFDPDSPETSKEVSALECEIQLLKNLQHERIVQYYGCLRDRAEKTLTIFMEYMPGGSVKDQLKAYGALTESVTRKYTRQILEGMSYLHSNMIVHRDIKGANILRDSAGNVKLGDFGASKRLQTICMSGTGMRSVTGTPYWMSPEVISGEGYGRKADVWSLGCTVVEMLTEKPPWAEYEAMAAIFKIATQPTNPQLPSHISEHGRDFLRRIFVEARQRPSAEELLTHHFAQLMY
# M18AAP inhibitor – PfM18AAP inhibitors, malaria aminopeptidase, primary screen, biochemical, QFRET, recombinant enzyme. M18 aspartyl aminopeptidase (Plasmodium falciparum 3D7). H-Glu-NHMec fluorogenic cleavage. inhibition, % at 7.35 µM. actives 1.2% (n = 290,000). AID 1822, 2009;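 active = inhibition above the campaign mean inhibition over all tested compounds plus 3 SD, cut at about 28% in these data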;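 also: 0% = plate median of test compound wells and 100% = 2 mM ZnCl2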
# MEKK2 mut-MEK5 – MEK5 binding signal on mutant MEKK2 PB1, primary screen, biochemical, multiplex bead flow cytometry, Alexa488-MEK5; Alexa488-MEK5 binding to MEKK2 mutant; percent response, % at 10 µM; actives 0.35% (n = 290,000); in the data active = percent response above about 24%, passing the limit was not always enough; also: inactives centre near 1; some results filed as inactive read as strong as hits; reference of the scale not given here
# IDE inh – human IDE inhibitors in live cells, primary screen, fluorescence polarization, HEK cells, FAbetaB substrate. Insulin-degrading enzyme (Homo sapiens), P14735. FAbetaB cleavage. inhibition, % at 5.59 µM. actives 0.41% (n = 320,000). AID 434962, 2010;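 active = percent inhibition above the average of all tested compounds plus 3 SD, set per screening campaign, cut at about 16% in these data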;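 also: IDE supplied by intact live HEK cells; FP after avidin binding of uncleaved biotin substrate so inhibition keeps polarization high; 0% = DMSO wells and 100% = 60 µM reference IDE inhibitor Ii1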
# NALP1 yeast inh – NALP1 inflammasome inhibitors in reconstituted yeast, colorimetric, S. cerevisiae, triplicate retest. S. cerevisiae NALP1/ASC/caspase-1 growth, X-gal OD620, 72 h. inhibition, % at 10 µM. actives 0.61% (n = 280,000); in the data active = inhibition mostly above about 24%, no sharp cut-off; inactive = mostly below about 32%; also: some compounds called inactive have numbers as strong as hits
# MEKK2wt PB1 HTS – modulators of MEK5 binding to wildtype MEKK2, primary screen, biochemical, multiplex bead flow cytometry, Alexa488-MEK5; Alexa488-MEK5 binding to MEKK2 WT; actives lie on both sides; Mitogen-activated protein kinase kinase kinase 2 (Homo sapiens), Q9Y2U5; actives 1.1% (n = 290,000); binding response (% of control), % at 10 µM; in the data active = binding response below about 67% or above about 130%
# SUMO HTRF inh – inhibitors of in vitro SUMOylation cascade, primary screen, biochemical, HTRF, uHTS | SUMO-conjugating enzyme UBC9 (Homo sapiens), P63279 | HTRF SUMOylation assay, SAE1/SAE2 + UBC9 | inhibition, % at 35 µM | actives 0.36% (n = 290,000) | AID 2006, 2009; in the data active = inhibition above about 50%, passing the limit was not always enough; also: strong numbers were not always called active
# Target sequence (P63279 whole entry, looked up): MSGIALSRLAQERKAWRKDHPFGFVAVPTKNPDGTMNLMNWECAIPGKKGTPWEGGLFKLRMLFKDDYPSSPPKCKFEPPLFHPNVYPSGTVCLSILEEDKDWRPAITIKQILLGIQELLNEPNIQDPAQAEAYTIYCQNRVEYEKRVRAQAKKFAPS
# IDE cell activ – human IDE activators in live cells, primary screen, fluorescence polarization, HEK cells, FAbeta-B substrate; Insulin-degrading enzyme (Homo sapiens), P14735; FAbeta-B cleavage; 0% vehicle, 100% cell-free pure enzyme wells; activation, % at 5.96 µM; actives 0.073% (n = 340,000);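 active = activation above the mean of all tested compounds plus 3 SD, set per screening campaign, cut at about 17% in these data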
# Starred values were filed as active, the others as inactive; / = not tested or not shown; & = joins results of further samples; [ ] = remark or other dose.
SMILES,pCIP destab,MEKK3 PB1 HTS,M18AAP inhibitor,MEKK2 mut-MEK5,IDE inh,NALP1 yeast inh,MEKK2wt PB1 HTS,SUMO HTRF inh,IDE cell activ
COc1cc(/C=C2\S/C(=N/S(=O)(=O)c3ccc(C)cc3)NC2=O)c([N+](=O)[O-])cc1OC,-22.7,104.0,17.0,1.0,-2.2,-138.9,102.0,30.4,-3.8
Cc1c(CCO)c(=O)n(-c2ccccc2)n1S(=O)(=O)c1ccc(F)cc1,-0.3,106.0,-5.8,6.0,-0.9,8.0,109.0,1.1,5.4
Nc1nnc(CCCCCCCCCCc2nnc(N)s2)s1,-4.3,93.0,-1.5,-12.0,5.9,-7.0,81.0,6.9,-3.1
CC1CCCN(c2ccc(C(=O)Nc3ccc4c(c3)OCO4)cc2[N+](=O)[O-])C1 (stereo not given),1.7,100.0,-6.4,0.0,7.1,25.0,112.0,-8.9,1.9
O=C(CNC(=O)c1ccc(Cl)cc1)c1ccc(Cl)cc1,-5.7,100.0,1.4,3.0,2.3,12.2,96.0,9.9,3.2
O=C(Cn1c(SCC(=O)NC2CCCC2)nnc1-c1ccncc1)Nc1ccc2c(c1)OCO2,-5.7,103.0,-1.4,3.0,0.0,-156.7,104.0,11.1,2.0
Cc1ccc(S(=O)(=O)Nc2ccccc2CNC2CCCCC2)cc1,1.0,102.0,-2.4,-2.0,-1.9,8.5,103.0,6.9,-7.5
O=C(CSc1ccc(-c2ccco2)nn1)NC1CCCCC1,-1.7,93.0,-9.0,-11.0,1.1,6.5,82.0,21.9,2.2
COc1cccc(-n2c(=O)[nH]cc(C(=O)Nc3ccc4c(c3)OCCO4)c2=O)c1,-1.5,105.0,-3.5,13.0,1.1,-39.1,106.0,1.5,2.3
Cc1ccc(C(=O)CCc2ccc(N)cc2)cc1,-8.8,93.0,6.7,-3.0,1.8,19.2,94.0,10.2,1.6
Cn1c(=O)c(C(=O)NCc2ccccc2)c(O)c2ccccc21,8.6,103.0,0.8,2.0,-1.2,2.2,104.0,-30.6,4.0
Cc1cc(C)cc(OCC(=O)OCC(=O)Nc2c(C)n(C)n(-c3ccccc3)c2=O)c1,7.1,99.0,0.5,-12.0,-12.8,11.8,90.0,-4.1,4.9
O=C(Nc1ccc(C(F)(F)F)cc1)N1CCN(C(=O)c2ccco2)CC1,11.5,100.0,-2.7,-1.0,7.8,4.8,101.0,2.3,0.3
CC(=O)O[C@@H]1[C@H]2[C@@H](C[C@@H](C)[C@@H]3C=CC(=O)[C@@]13C)OC(=O)[C@@H]2C,-8.4,95.0,/,3.0,-6.0,7.1,97.0,9.6,-1.6
COC(=O)CN(c1cc([N+](=O)[O-])ccc1OC)S(C)(=O)=O,-7.5,101.0,3.9,3.0,3.7,6.5,100.0,-3.4,5.7
CCN(CC)CCCN(Cc1cc2cc(OC)ccc2[nH]c1=O)C(=O)Nc1ccc(F)cc1,-1.5,/,6.3,/,5.0,5.9,/,11.7,5.2
O=C(Nc1ccc(F)cc1)c1cccc(N2C(=O)C3C4C=CC(C4)C3C2=O)c1 (stereo not given),-10.3,97.0,-3.6,4.0,-2.7,11.7,102.0,10.0,6.8
COC(=O)c1ccc(NC(=O)Nc2ccc([N+](=O)[O-])cc2)cc1,-4.4,102.0,-0.8,-5.0,-4.4,31.9,107.0,-12.6,1.1
Fc1ccccc1-n1[nH]nnc1=S,5.4,94.0,-7.2,-1.0,6.9,/,94.0,1.4,-3.1
CCCc1cc(=O)[nH]c(SCC(=O)c2ccc(S(=O)(=O)N3CCCC3)cc2)n1,-6.2,101.0,5.7,4.0,6.7,12.2,102.0,18.0,-1.8
CCCN1CCN(S(=O)(=O)c2cc3c(cc2C)NC(=O)CO3)CC1,-1.6,103.0,3.4,1.0,1.9,5.5,107.0,14.7,9.7
NNC(=O)Cn1c(-c2ccccn2)nc2ccccc21,-12.8,100.0,-0.9,2.0,1.3,27.6,103.0,-4.2,4.9
CC(=O)N1CCc2cc(S(=O)(=O)NCCCOC(C)C)ccc21,-22.3,102.0,1.2,2.0,-3.0,-2.0,105.0,-4.9,0.6
CN(C)CCCNCCCNC(=O)c1ccco1,-6.7,104.0,3.3,-2.0,-1.2,11.7,102.0,-0.2,6.1&6.2
c1ccc(-c2cc3c(nn2)CCc2nonc2-3)cc1,-11.6,72.0*[inhibitor],-0.2,-23.0,1.8,5.5,80.0,2.8,-1.3

# An excerpt from above, reduced to SUMO HTRF inh and IDE cell activ.
SMILES | SUMO HTRF inh | IDE cell activ
COc1cc(/C=C2\S/C(=N/S(=O)(=O)c3ccc(C)cc3)NC2=O)c([N+](=O)[O-])cc1OC | 30.4 | -3.8
Cc1c(CCO)c(=O)n(-c2ccccc2)n1S(=O)(=O)c1ccc(F)cc1 | 1.1 | 5.4

# Further records follow:
SMILES,pCIP destab,MEKK3 PB1 HTS,M18AAP inhibitor,MEKK2 mut-MEK5,IDE inh,NALP1 yeast inh,MEKK2wt PB1 HTS,SUMO HTRF inh,IDE cell activ
CN(Cc1nc(-c2ccccn2)no1)S(=O)(=O)c1ccc(Br)cc1,-6.3,108.0,-4.5,5.0,3.2,22.7,108.0,12.6,3.3
CC1(C)Cc2c(c(=S)nc(-c3ccccc3)n2CCCN2CCOCC2)CO1,2.8,103.0,-1.4,1.0,-1.6,30.8,104.0,13.3,-4.9
Cc1ccc(-c2nnc(SCC(=O)NNC(=O)COc3cccc4ccccc34)n2C)cc1,16.9,96.0,-4.9,8.0,0.2,11.7,103.0,4.2,/
CCCn1c(NC(=O)c2ccccc2)nc2ccccc21,-5.6,94.0,-14.2,-13.0,-2.0,5.9,81.0,37.9,4.0
O=C(NCC(O)CN1CCOCC1)c1ccc([N+](=O)[O-])cc1 (stereo not given),6.5,99.0,-3.3,2.0,0.2,7.6,103.0,2.9,4.4
O=C(O)C1CCN(C(=O)c2cc(F)cc3c2OCOC3)CC1,-10.1,126.0,-4.3,23.0,2.6,-4.5,123.0,1.6,/
Cc1noc(/C=C/N(C)C)c1S(=O)(=O)N1CCCC(C(=O)NCc2ccccc2Cl)C1 (stereo not given),-1.4,/,1.2,/,-3.6,37.6,/,-10.6,2.8
CCCC(=O)N(c1ccc(OCC)cc1)C1C=CS(=O)(=O)C1 (stereo not given),0.5,99.0,0.0,5.0,0.3,-6.0,102.0,-3.9,3.8
COC(=O)Cn1c(=O)c2c(n(Cc3ccccc3)c1=O)N/C(=C/c1ccc(OC)cc1)C2=O,6.4,103.0,23.5,5.0,0.9,/,107.0,25.0,-0.4
CCc1c(C#N)c(N)nc(SCC(=O)OCc2ccccc2)c1C#N,-17.8,97.0,-1.4,-3.0,0.0,-0.7,98.0,-9.0,-1.8
COc1ccc(CNC(=O)COc2ccc(S(=O)(=O)N3CCCCC3)cc2)cc1,5.2,106.0,-2.1,11.0,7.3,1.6,108.0,10.4,-3.3
CN1/C(=C\C(=O)C(F)F)C(C)(C)c2ccccc21,-11.1,106.0,-6.0,3.0,8.1,/,103.0,2.4,-0.7
Cc1nnc(SCC(=O)c2ccc([N+](=O)[O-])cc2)s1,6.2,97.0,6.1,0.0,7.1,12.9,98.0,-9.8,0.9
COc1cccc(/C=N/NC(=O)CCC(=O)Nc2ccc(Br)cc2)c1,4.0,102.0,-11.2,-5.0,-1.3,16.6,99.0,0.9,1.3
CCOc1ccccc1/C=C/c1onc(C)c1S(=O)(=O)N1CCC(C(=O)N(CC)CC)CC1,-14.1,100.0,-3.7,-2.0,4.7,4.5,96.0,-14.6,2.1
CCCCNS(=O)(=O)c1ccc2nc(SCC(N)=O)[nH]c2c1,-7.6,98.0,3.4,2.0,3.3,-6.8,101.0,8.9,1.7
Cc1cccc(N2CC(O)=C(c3nc4ccccc4n3C)C2=N)c1,-13.1,99.0,10.3,-4.0,4.1,6.8,96.0,22.7,8.5
C/C(=N\NC(=O)c1ccc(Cn2cc([N+](=O)[O-])cn2)o1)c1cccc(NC(=O)C(C)C)c1,-5.4,97.0,1.5,0.0,1.2,24.1,98.0,-2.0,1.1
Cc1ccc(-n2ncc3c(SCC(=O)NNC(=O)C(C)C)ncnc32)cc1,-11.9,102.0,-3.2,3.0,1.0,6.8,104.0,3.2,1.1
CCC(C)n1cnc2c(c1=O)c1nc3ccccc3nc1n2Cc1ccc(OC)cc1 (stereo not given),-11.8,99.0,2.7,-3.0,7.1,18.1,87.0,15.8,1.4
CC(C)c1ccc(/C=C/C(=O)NC(=S)Nc2ccc(CN3CCOCC3)cc2)cc1,-3.1,93.0,-9.8,-4.0,17.8*,38.4,103.0,-20.2,-9.8
CCOC(=O)c1c(NC(=O)c2c(Br)cnn2C)c(C#N)nn1-c1ccccc1,-13.1,88.0,-8.8,-6.0,0.3,12.0,88.0,20.6,-1.2
O=C(CN1CCN(S(=O)(=O)c2ccccc2)CC1)Nc1ccc([N+](=O)[O-])cc1,7.8,94.0,-3.8,-2.0,1.4,28.4,99.0,-5.6,0.9
COCCNC(=O)CSc1nc2ccc(N3CCOCC3)cc2c(=O)n1CCc1ccccc1,3.2,98.0,3.9,-2.0,9.6,0.3,98.0,16.3,1.7
Cc1ccc(/C=N/NC(=O)CSc2nnc(-c3ccc(Cl)cc3)n2-c2ccc(Cl)cc2)o1,-8.8,105.0,1.4,19.0,-4.0,3.7,99.0,-3.3,1.0

# (cont.)
SMILES,pCIP destab,MEKK3 PB1 HTS,M18AAP inhibitor,MEKK2 mut-MEK5,IDE inh,NALP1 yeast inh,MEKK2wt PB1 HTS,SUMO HTRF inh,IDE cell activ
CC(C)(C)OC(=O)N1CCC(c2c(C(=O)N3CCN(C(=O)c4ccco4)CC3)cnn2-c2ccc(F)cc2F)CC1,9.9,101.0,-1.8,0.0,1.1,2.5,99.0,-2.8,6.0
Cc1ccc(-n2nc3c(c2NC(=O)c2ccc(OC(C)C)cc2)CS(=O)C3)cc1 (stereo not given),0.3,98.0,13.4,-2.0,7.1,3.6,103.0,-1.5,-2.9
CC(=O)Oc1cccc(C(=O)Nc2ccc3c(c2)C(=O)N(CC2CCCO2)C3=O)c1 (stereo not given),5.6,104.0,-3.6,-3.0,/,-6.2,102.0,16.0,1.1
O=C(NC1CCCCCC1)c1ccc(CS(=O)Cc2cccc(Cl)c2)o1 (stereo not given),0.7,94.0,-2.6,-1.0,8.1,8.7,92.0,3.0,-2.1
CN(C)S(=O)(=O)c1ccc(C(=O)NCc2nnc(SCC(=O)NCc3ccco3)o2)cc1,13.2,101.0,-7.8,8.0,-7.8,12.4,101.0,7.8,-3.1
COCCC(=O)Nc1ccc2c(c1)CN(C(=O)c1ccc(CSC)o1)CC2,-7.8,101.0,4.3,1.0,3.8,-1.1,103.0,3.3,0.8
CC1C(=O)OC(c2ccc(Br)cc2)C(C)(C)C1=O (stereo not given),-14.9,101.0,1.2,6.0,-0.7,17.2,103.0,2.5,2.2
COc1ccc(-n2c(-c3ccc(Br)cc3)nc(=S)c3c2CCCC3)cc1,0.2,99.0,-3.9,10.0,6.1,11.8,108.0,10.3,-1.5
CCN(CC)c1nc(N)c([N+](=O)[O-])c(NCCO)n1,-16.3,134.0*,-5.1,1.0,4.5,31.7,115.0,13.8,4.5

# A portion of the library. The share of hits here may be higher or lower than overall.
